From PubChem
TDP1 inh: TDP1 (human) enzyme inhibition; Q9NUW8; recombinant TDP1, AlphaScreen DNA substrate cleavage; Potency, µM (doses to about 130 µM), inactives show at the highest dose activity change, negative = inhibition, actives largely listed as inhibitors; actives 0.28% (n = 350,000); AID 485290; further: nearly all actives have a fitted effect of over 40% in size
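Tdp1 1 nM final; 15 min RT w/ cpd; substrate 15 nM, 5 min; beads 10 ug/ml, 10 min; AlphaScreen read. Neg ctrl: no enzyme.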
TDP1 cell noCPT: qHTS for Inhibitors of human tyrosyl-DNA phosphodiesterase 1 (TDP1): qHTS in cells in absence of CPT | DT40 Tdp1-/- hTDP1 cells, no CPT, ATP luminescence, 48 h | Potency, µM (series often up to 46.2 µM), inactives show top-dose activity change, negative = growth inhibition, usual class: inhibitors | actives 15% (n = 420,000); further: nearly all actives have a fitted effect of over 55% in size
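No-CPT arm: Tdp1-/-;hTDP1 DT40 cells (400/well) plus compounds, incubated ≥48 hr at 37 °C. Readout CellTiter-Glo luminescence.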
GCN5L2 inh: inhibitors of human GCN5L2 histone acetyltransferase | Q92830 | Potency, µM (top dose mostly 58.9 µM), inactives show at the highest dose activity change, negative = inhibition, usual class: inhibitors | GCN5L2 HAT assay, ThioGlo1 CoA-SH fluorescence | AID 504327 | actives 0.21% (n = 390,000)
Target sequence (Q92830 whole entry, looked up): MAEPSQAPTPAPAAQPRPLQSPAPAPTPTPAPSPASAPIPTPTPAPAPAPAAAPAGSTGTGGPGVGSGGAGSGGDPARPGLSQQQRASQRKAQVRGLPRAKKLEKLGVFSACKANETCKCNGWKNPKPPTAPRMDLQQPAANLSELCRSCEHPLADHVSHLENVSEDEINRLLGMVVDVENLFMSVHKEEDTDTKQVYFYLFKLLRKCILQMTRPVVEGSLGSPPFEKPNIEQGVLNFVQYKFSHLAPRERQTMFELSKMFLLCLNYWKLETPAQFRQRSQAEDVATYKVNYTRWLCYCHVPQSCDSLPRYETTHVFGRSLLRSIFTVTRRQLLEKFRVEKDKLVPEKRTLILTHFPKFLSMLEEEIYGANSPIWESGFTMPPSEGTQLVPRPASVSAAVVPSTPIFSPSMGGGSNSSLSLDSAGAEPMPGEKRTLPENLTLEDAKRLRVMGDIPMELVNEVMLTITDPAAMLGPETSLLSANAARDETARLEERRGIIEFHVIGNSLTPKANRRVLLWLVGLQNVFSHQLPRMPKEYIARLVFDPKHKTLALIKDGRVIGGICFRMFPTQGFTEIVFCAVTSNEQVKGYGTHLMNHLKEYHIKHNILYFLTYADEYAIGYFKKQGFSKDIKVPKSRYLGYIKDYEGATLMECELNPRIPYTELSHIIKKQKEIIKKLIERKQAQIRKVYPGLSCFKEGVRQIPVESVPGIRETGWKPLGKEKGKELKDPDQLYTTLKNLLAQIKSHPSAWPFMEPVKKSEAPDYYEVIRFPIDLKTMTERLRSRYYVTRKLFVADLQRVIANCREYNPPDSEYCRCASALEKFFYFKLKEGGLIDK
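Compounds, pin-transferred from DMSO stocks, meet 20nM GCN5L2 for 15 min before the reaction begins with H3(1-25) peptide (75uM) and acetyl-CoA (70uM). Thiol-reactive ThioGlo1 reports CoA release over 20 min at room temperature.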
The depositor's hits bear a star; ? = inconclusive; · = not tested or not shown; & = joins results of further samples; [ ] = another dose, or the depositor's remark. The call rests on the fitted dose curve; in most records, active means well fitted curve in the direction sought with a large enough effect; inconclusive means small, poorly fitted or top-dose-only effect, or another doubt; inactive means no such curve, though single readings can be large; an effect the other way counts as inactive or inconclusive. On the % scale 0 is the no-effect control and ±100 the full control effect; potency means the concentration at half of the fitted maximal effect. Some of the compounds tested; count on the stated rates, not on these rows.

SMILES	TDP1 inh	TDP1 cell noCPT	GCN5L2 inh
CCN(C(=O)Cn1c(=O)nc(-c2ccccc2)c2cc(Cl)ccc21)c1cccc(C)c1	4%	-6%	5%
CCCOC(=O)N[C@@H]1C(=O)N2C(C(=O)OCCC)=C(C)CS[C@H]12	·	?	2%
CCN(CC)CCCC(C)NC(=O)c1ccc(C(F)(F)F)cc1 (stereo unspecified)	1%	?	-6%
O=C(c1ccc(Cn2cc(Cl)cn2)o1)N1CCN(Cc2ccc3c(c2)OCO3)CC1	5%	?	-6%
Cc1cccc(NC(=O)CC2S/C(=N/c3nccs3)N(C)C2=O)c1 (stereo unspecified)	2%	-19%	-4%
CC(C(=O)Nc1ccc(Cl)cc1)c1ncc(C(F)(F)F)cc1Cl (stereo unspecified)	3%	?	1%
COCC(=O)N1CCC(Oc2ccc(C(=O)N(C)Cc3nccs3)cc2)CC1	3%	-1%	-28%
Cc1ccc(C)c(Cn2c(=O)n(CCC(=O)NCc3ccco3)c(=O)c3sccc32)c1	3%	-26%	-5%
O=C(NNC(=S)NCc1ccco1)c1ccc(S(=O)(=O)N2CCOCC2)cc1	4%	1%	-20%
Cc1noc(C)c1COC(=O)Cc1ccc(Br)cc1	-5%	-16%	-8%
COCCn1c(CNC(=O)c2cccc(C)c2)nc2cccnc21	2%	6%	-3%
Cc1ccc(C)c(N2CCN(C(=O)CCn3c(=S)[nH]c4cc5c(cc4c3=O)OCO5)CC2)c1	0%	?	1%
C[C@@H](NC(=O)Cn1cnc2c(OCc3ccccc3)ncnc21)c1cccc2ccccc12	-6%	?	-4%
Cc1ccc(OCc2ccc(C#N)cc2)c(C(=O)c2cc(C#N)c(=O)n(C3CC3)c2)c1	8%	-14%	-2%
CN(C)c1nc(N)nc(CSc2nnnn2C)n1	0%	-13%	-5%
COCCNC(=O)CN(C(=O)Cn1nnc2ccccc21)c1ccc(C)cc1	2%	16%	2%
COc1ccc(S(=O)(=O)N2CCC3(CC2)OCCN3S(=O)(=O)c2ccc(OC)cc2)cc1	·	?	?
COc1cc(OC)cc(C(=O)NC(C(=O)NCc2ccccn2)C(C)C)c1 (stereo unspecified)	1%[56.1 µM]	?	0%
O/N=C(\Cc1cscn1)c1ccc(O)cc1O	5%	-15%	-7%
O=c1[nH]c(CSc2nnc(-c3ccccc3)n2-c2ccccc2)nc2ccccc12	-3%	-14%	1%
Cc1c(CN2CCC(n3nccc3NC(=O)C3CC3)CC2)[nH]c2ccccc12	3%	2%	-26%
CCOC(=O)c1oc2ccccc2c1COC(=O)CNC(=O)c1ccccc1OC	0%	3%	-3%
CC(C)C(C(=O)NCc1ccco1)N(C(=O)CNS(=O)(=O)c1ccccc1)C1CCCC1 (stereo unspecified)	4%	-9%	-3%
Cc1ccccc1NC(=O)COC(=O)c1ccc(CSc2ccc(Cl)cc2)cc1	-1%	4%	-7%
CC(NC(=O)COC(=O)Cn1cnc2ccccc2c1=O)C1CC2CCC1C2 (stereo unspecified)	-3%	-28%	-1%
CCOC(=O)c1cc(-c2ccc(F)cc2)n(CCC(=O)NCc2ccc(C)cc2)c1C	3%	21µM*	-4%
Cc1cc(C(=O)CSc2nc3ccc(Cl)cc3[nH]2)c(C)n1CC1CCCO1 (stereo unspecified)	10%	5.8µM*	-8%
Cn1nc(C(F)(F)F)c(-c2ccc(Br)cc2)c1NC(=O)Nc1ccc(F)cc1F	4%	?	3%
Cc1ccc(C2(C)NC(=O)N(CC(=O)N3CCc4ccccc43)C2=O)cc1 (stereo unspecified)	0%	-24%	0%
Cc1ccc(NC(=O)CCC(=O)OCC(F)(F)C(F)F)cc1	7%	-5%	-13%
Cc1ccc2c(c1)COc1c3ccc(C(=O)N4CCCCC4)cc3nn1-2	5%	26µM*	-16%
Cc1cc(Cl)ccc1NC(=S)NCc1ccc(S(N)(=O)=O)cc1	0%	-3%	42%[activator]
CS(=O)(=O)N(CC(=O)NC1CCCCC1)Cc1ccc(F)cc1	0%	-14%	-7%
O=C(N/N=C/c1coc2ccccc2c1=O)c1cccc([N+](=O)[O-])c1	2%	-21%	-2%
Nc1cc(=O)[nH]c(SCC(=O)Nc2cccc(Cl)c2)n1	-5%	27%	-2%
Cc1cccc2nc(-c3ccco3)c(Nc3ccc4c(c3)OCCO4)n12	10%	?	-7%
Cc1ccc(C)c(-c2nnc(NC(=O)c3ccc([N+](=O)[O-])o3)o2)c1	·	15µM*	?
CCOc1ccc(CN2CCNC(=O)C2CC(=O)NCCCC2CCCC2)cc1 (stereo unspecified)	5%	?	-7%
CCc1cccc2c(C(=O)CSc3nnc(-c4ccoc4C)n3C)c[nH]c12	7%	?	3%
Cc1ccc(C)c(N2CCN(C(=O)CSc3ccsc3[N+](=O)[O-])CC2)c1	1%	?	-19%
C=CCOc1ccc(Cl)cc1C(=O)O	1%	-3%	0%
COc1cc(/C=N/N(C)C2=NS(=O)(=O)c3ccccc32)cc(OC)c1OC	·	-14%	-8%
Cc1csc(NC(=O)CCC(=O)N(CC(=O)NC2CCCCC2)c2ccccc2)n1	1%	-29%	-6%
O=C(COc1ccccc1F)Nc1ccc2nc(SCc3ccccc3)sc2c1	-6%	-20%	-6%
CC(OC(=O)c1cc(=O)[nH]c2ccccc12)C(=O)Nc1ccccc1F (stereo unspecified)	4%[0.505 µM]	-8%	-1%
CCOc1cc(NC(=S)NC)c(OCC)cc1NC(=O)c1ccc(OC)cc1	9%	?	25%
COc1cc(/C=C/C(=O)Oc2coc(CSc3ncccn3)cc2=O)cc(OC)c1OC	-8%	-4%	-2%
COc1ccc2c(C=Nc3c(C)n(C)n(-c4ccccc4)c3=O)c(O)n(Cc3ccco3)c(=O)c2c1	3%&4%	?	-4%&-1%
CCCCn1c(SCC(=O)NCc2ccco2)nc2c(sc3ccccc32)c1=O	4%	-12%	-4%
COc1ccc(-n2nc(C(=O)NCC(=O)N3CCN(c4ccccc4F)CC3)c3ccccc3c2=O)cc1	5%	23µM*	-7%

Next structures follow.
SMILES	TDP1 inh	TDP1 cell noCPT	GCN5L2 inh
Cc1nc(-c2cccnc2)sc1CCNS(=O)(=O)c1ccc(F)cc1	7%	·	-7%
CCNC(=O)COc1ccc(C=O)cc1OC	-5%	1%	5%
O=C(Cc1ccc(Cl)cc1)Nc1ccc(C(=O)N2CCCCC2)cc1	8%	?	-33%
Cc1occc1-c1nnc(SCC(=O)Nc2nc(-c3ccccc3)cs2)o1	1%	?	-6%[0.501 µM]
CCCCCCn1cnc2c(c1=O)c1nc3ccccc3nc1n2/N=C/c1ccco1	5%	18µM*	-14%
O=C(Cc1ccccc1[N+](=O)[O-])Nc1nccs1	1%	?	-7%
CCCOc1ccc(CN(C(=O)Cc2coc3ccc(CC)cc23)C2CCS(=O)(=O)C2)cc1 (stereo unspecified)	4%	?	-13%
Cc1ccc(S(=O)(=O)N2CCN(c3ncnc4ccccc34)CC2)cc1	3%	1.3µM*	-10%
CCC(Sc1nc2c(c(=O)[nH]1)CCC2)C(=O)Nc1cccc(OC)c1 (stereo unspecified)	2%	-18%	3%
Cc1ccc(S(=O)(=O)c2c(C)nn(C(C)(C)C)c2OC(=O)C(C)C)cc1	·	?	-7%
CCC1=Nc2cc(C(=O)N3CCCCC3)ccc2Sc2ccc(C)cc21	5%	?	-6%
COC(=O)c1ccccc1NC(=S)NC(=O)c1ccccc1C	5%	-20%	2%
COC(=O)c1ccc(CSc2nnc(Nc3ccc(C)cc3)s2)o1	5%	?	?
COc1ccc(-c2nc(CCNC(=O)c3ccc(Br)o3)cs2)cc1	-3%&12%	18µM*	2%&-5%
CCCN(C(=O)COC(=O)CCOc1ccccc1)c1c(N)n(Cc2ccccc2)c(=O)[nH]c1=O	0%	-29%	1%
CC1(C)NC(=O)N(CC(O)CN(c2ccccc2)S(=O)(=O)c2ccccc2[N+](=O)[O-])C1=O (stereo unspecified)	·	-6%	-6%
COc1ccccc1CN1CCCC(CNC(=O)c2cccc3ccccc23)C1 (stereo unspecified)	·	?	-32%
COc1ccc(CCC(=O)NCc2ccc3c(c2)CCN3C(=O)c2ccc(C)cc2)cc1	1%	21µM*	3%
CCOCCn1c(=NC(=O)c2ccc(S(=O)(=O)N3CCOCC3)cc2)sc2cc(S(N)(=O)=O)ccc21	3%	?	-7%
COc1ccc(-n2nc(C(=O)NCC(=O)NCc3ccc(F)cc3)c3ccccc3c2=O)cc1OC	6%[0.0935 µM]	-26%	-8%
Cc1cccc(N(C(=O)c2csnn2)C(C(=O)NC2CCCCC2)c2ccncc2)c1 (stereo unspecified)	1%	-27%	-2%
COc1ccccc1NC(=O)C1=C(C)NC2=C(C(=O)CCC2)C1c1ccc(C)o1 (stereo unspecified)	6%	-2%	-22%
CCOC(=O)C(=CNc1ccc(Oc2cccnc2)nc1)C(=O)OCC	1%	?	-6%
CC(C)c1ccc(NC(=O)c2ccc(NS(C)(=O)=O)cc2)cc1	0%	4.6µM*	-2%
Cc1nc(C)c(-c2ccc(SCC(=O)Nc3ccccc3)nn2)s1	2%	26µM*	-1%
Cc1cc(CNC(=O)COc2ccccc2F)c2ccccc2n1	8%	?	-3%
Cc1ccc(-n2nc3c(=O)n(C(C)C(=O)NCc4ccccc4C)nc(C)c3c2C)cc1 (stereo unspecified)	-8%	23µM*	-23%
Cc1ccc2nc(SCC(=O)NCc3ccccc3)nc(=O)n2c1	1%	?	-4%
NC(=O)C1CCN(C(=O)CCc2nc3ccccc3c(=O)[nH]2)CC1	-1%	-14%	?
O=C(N/N=C/c1ccncc1)c1ccc(NC(=O)c2ccc(Cl)cc2)cc1	-1%	-28%	-9%

Copied from the entries so far (14 entries):
SMILES	TDP1 inh	TDP1 cell noCPT	GCN5L2 inh
CCN(C(=O)Cn1c(=O)nc(-c2ccccc2)c2cc(Cl)ccc21)c1cccc(C)c1	4%	-6%	5%
CCCOC(=O)N[C@@H]1C(=O)N2C(C(=O)OCCC)=C(C)CS[C@H]12	·	?	2%
CCN(CC)CCCC(C)NC(=O)c1ccc(C(F)(F)F)cc1 (stereo unspecified)	1%	?	-6%
O=C(c1ccc(Cn2cc(Cl)cn2)o1)N1CCN(Cc2ccc3c(c2)OCO3)CC1	5%	?	-6%
Cc1cccc(NC(=O)CC2S/C(=N/c3nccs3)N(C)C2=O)c1 (stereo unspecified)	2%	-19%	-4%
CC(C(=O)Nc1ccc(Cl)cc1)c1ncc(C(F)(F)F)cc1Cl (stereo unspecified)	3%	?	1%
COCC(=O)N1CCC(Oc2ccc(C(=O)N(C)Cc3nccs3)cc2)CC1	3%	-1%	-28%
Cc1ccc(C)c(Cn2c(=O)n(CCC(=O)NCc3ccco3)c(=O)c3sccc32)c1	3%	-26%	-5%
O=C(NNC(=S)NCc1ccco1)c1ccc(S(=O)(=O)N2CCOCC2)cc1	4%	1%	-20%
Cc1noc(C)c1COC(=O)Cc1ccc(Br)cc1	-5%	-16%	-8%
COCCn1c(CNC(=O)c2cccc(C)c2)nc2cccnc21	2%	6%	-3%
Cc1ccc(C)c(N2CCN(C(=O)CCn3c(=S)[nH]c4cc5c(cc4c3=O)OCO5)CC2)c1	0%	?	1%
C[C@@H](NC(=O)Cn1cnc2c(OCc3ccccc3)ncnc21)c1cccc2ccccc12	-6%	?	-4%
Cc1ccc(OCc2ccc(C#N)cc2)c(C(=O)c2cc(C#N)c(=O)n(C3CC3)c2)c1	8%	-14%	-2%

Next section:
SMILES	TDP1 inh	TDP1 cell noCPT	GCN5L2 inh
COc1ccc2[nH]cc(CCNC(=O)COc3cc(C)cc4oc(=O)cc(C)c34)c2c1	·	?	-1%
COc1ccc(S(=O)(=O)NCc2ccco2)cc1NC(=O)c1ccccc1	13%	?	-6%
CCOc1ccc(NCc2cccn2-c2nnc(N3CCC(C(=O)NCCOC)CC3)s2)cc1	5%	?	-5%
C=CCn1c(COc2ccc(OC)cc2)nnc1SC(C)C(=O)NC1CC1 (stereo unspecified)	1%	-23%	-3%
COc1ccccc1-n1cnnc1SCC(=O)c1cc(C)n(Cc2cccs2)c1C	10%	?	-6%
CN(C)CCc1c[nH]c2ccc(CC3COC(=O)N3)cc12 (stereo unspecified)	7%[56.1 µM]	·	-10%
CCOc1ccccc1NC(=O)NCc1ccc2c(c1)OCO2	3%	7%	1%
COc1ccc(CCN2C(=O)CN(C3CCCCCC3)C(=O)C2c2ccc(OC(C)C)c(OC)c2)cc1OC (stereo unspecified)	10%	?	3%
O=C(c1cc(F)c(F)cc1Cl)N1CCN(c2ccc([N+](=O)[O-])c3ncccc23)CC1	8%	?	2%
C[C@H](CO)N1C[C@H](C)[C@@H](CN(C)CC2CC2)Oc2c(NS(=O)(=O)c3ccc(F)cc3)cccc2C1=O	2%	-14%	-4%
Nc1c(C(=O)CSc2nncn2-c2ccccc2)c(=O)[nH]c(=O)n1C1CC1	1%	10%	1%
O=C(COc1cccnc1[N+](=O)[O-])Nc1ccc(S(=O)(=O)N2CCOCC2)cc1	4%	-1%	0%
